# B2AR arrestin: beta2AR (human) beta-arrestin recruitment activity | 330,000 compounds, 0.02% hits | beta-arrestin recruitment to beta2AR, cell-based reporter | Potency, µM (highest dose often 46.1 µM), without a hit: at the top dose activation, hits mostly activators;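 further: potency means the concentration at half of the fitted maximal effect; 0% = DMSO controls and full agonism = EC100 isoproterenol or metaproterenol; nearly all actives have a fitted effect of over 65% in size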
# Target sequence (P07550 whole entry, looked up): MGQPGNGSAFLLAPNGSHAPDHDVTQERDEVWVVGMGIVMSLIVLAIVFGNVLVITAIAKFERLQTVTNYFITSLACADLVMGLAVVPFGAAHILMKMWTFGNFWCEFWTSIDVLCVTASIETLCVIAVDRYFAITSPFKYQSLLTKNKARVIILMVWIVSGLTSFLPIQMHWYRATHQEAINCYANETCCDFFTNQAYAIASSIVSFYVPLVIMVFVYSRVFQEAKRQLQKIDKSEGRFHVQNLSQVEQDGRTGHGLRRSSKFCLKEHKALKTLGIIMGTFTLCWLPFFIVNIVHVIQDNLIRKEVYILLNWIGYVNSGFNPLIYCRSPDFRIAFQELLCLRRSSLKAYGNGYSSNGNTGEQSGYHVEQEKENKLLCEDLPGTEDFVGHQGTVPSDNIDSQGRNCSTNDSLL
# PTAP TSG101 blk: blocks PTAP/TSG101 interaction to inhibit HIV-1 budding; Q99816; Fluorescence polarization, FITC-PTAP peptide / Tsg101 binding; Potency, µM (series often up to 115 µM), for the others: top-dose activity change, negative = inhibition, hits mostly inhibitors; 340,000 tested, under 10 active; active means well fitted inhibition curve with a large enough effect in the main read-out, with a control signal flat, not every such curve was filed as active; inconclusive means small, poorly fitted or top-dose-only effect, or effect the other way, or a change in a side signal; inactive means no such curve, though single readings can be large or run the other way; further: potency means the concentration at half of the fitted maximal effect; % of control where 0% means no effect
# Target sequence (Q99816 whole entry, looked up): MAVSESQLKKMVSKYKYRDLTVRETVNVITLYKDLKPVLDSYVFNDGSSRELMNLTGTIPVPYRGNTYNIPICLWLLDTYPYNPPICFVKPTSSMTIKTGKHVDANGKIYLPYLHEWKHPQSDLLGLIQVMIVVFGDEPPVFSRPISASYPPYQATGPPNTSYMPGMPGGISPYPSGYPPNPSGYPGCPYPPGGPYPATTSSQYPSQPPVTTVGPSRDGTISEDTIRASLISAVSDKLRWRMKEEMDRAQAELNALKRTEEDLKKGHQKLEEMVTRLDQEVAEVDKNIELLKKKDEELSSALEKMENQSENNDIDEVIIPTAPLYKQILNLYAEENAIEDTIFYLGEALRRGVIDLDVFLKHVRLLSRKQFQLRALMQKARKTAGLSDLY
#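 Fluorescence anisotropy tracks displacement of a FITC-tagged PTAP peptide (50 nM) from the Tsg101 binding domain (10 uM), following a 20 min room-temperature incubation at pH 7.5.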
# FBPA coupling cs: counter-screen for Giardia aldolase inhibitors: coupling enzyme system; coupling enzyme system counterscreen, AmpLite Red fluorescence; activity change, negative = inhibition, % at 58.2 µM, hits read low; 290,000 compounds, 0.67% hits; AID 2472; in the data active means activity change below about -30%; further: on the % scale 0 is the no-effect control and ±100 the full control effect
#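 Coupling enzymes only (glyceraldehyde-3-phosphate) + compound, at 57.5 uM final, 10 min RT; add substrate/coupling/AmpLite Red mix, 20 min RT; fluorescence ex 525/em 598 nm. Actives flag coupling-system interference.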
# GALK inhibitor: galactokinase (human) inhibition; Purified GALK, Kinase-Glo residual ATP luminescence; Potency, µM (highest dose often 57.5 µM), for inactives: at the top dose activity change, negative = inhibition, hits mostly inhibitors; 270,000 compounds, 0.007% hits; AID 1868; further: potency means the concentration at half of the fitted maximal effect; on the % scale 0 is the no-effect control and ±100 the full control effect
#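 GALK at 5 nM final was combined with compound, 35 uM ATP and 100 uM galactose in HEPES pH8.0 with MgCl2 and DTT. The reaction ran one hour at room temperature before luminescent ATP detection.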
# Menin MLL FP TR: menin-MLL binding inhibition, Texas Red mutant peptide. O00255. Menin + Texas Red MLL mutant peptide, fluorescence polarization. Potency, µM (top dose mostly 61.6 µM), inactives show at the highest dose FP activity change, negative = inhibition, hits mostly inhibitors. 270,000 compounds, 0.23% hits; active means well fitted inhibition curve with a large enough effect in the polarisation, with a control signal flat, not every such curve was filed as active; inconclusive means small, poorly fitted or top-dose-only effect, or effect the other way, or a change in a side signal; inactive means no such curve, though single readings can be large or run the other way; the % refers to the polarisation; further: potency means the concentration at half of the fitted maximal effect; % of control where 0% means no effect; many of its hits are not listed in these tables
# BCR signal inh: inhibitors of chronic active B-cell receptor signaling; ABC-DLBCL IkBa-CBG/CBR reporter, luminescence ratio, 4 h; Potency, µM (top dose mostly 46.1 µM), without a hit: at the top dose ratio change, negative = lower green/red ratio, most hits filed as inhibitors; 340,000 compounds, 0.05% hits; active means well fitted inhibition curve with a large enough effect in the signal ratio, with a control signal flat, not every such curve was filed as active; inconclusive means small, poorly fitted or top-dose-only effect, or effect the other way, or a change in a side signal; the % refers to the signal ratio;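 further: potency means the concentration at half of the fitted maximal effect; plate controls were basal doxycycline-induced cells for no effect and cells given 10 µM MG132 for full effect; MG132 reads +100%, hits lower the ratio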
#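 Compounds up to 46 uM were incubated four hours with TMD8 cells whose green CBG68 luciferase is fused to IkappaBalpha; red CBR luminescence normalised the signal, and concentration-effect curves were fitted to fusion, red and ratio data.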
# Giardia killer: kills Giardia lamblia | Giardia lamblia trophozoite viability | activity change, % at 7.66 µM, hits read low | 340,000 compounds, 0.15% hits | AID 540267; in the data active means activity change below about -80%; inconclusive means between about -30% and that limit;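 further: parasites exposed to compound for two days anaerobically before the ATP read; on the % scale 0 is the no-effect control and ±100 the full control effect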
#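 Each well holds 100 Giardia trophozoites and compound. After two days (48 hrs) at 37 deg C in anaerobic conditions, ATP is quantified by luminescence.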
# PKM2 act: activators of human pyruvate kinase M2 | AID 1631 | P14618 | Potency, µM (titrated, usually from 57.5 µM), for the others: top-dose activation, usual class: activators | 260,000 compounds, 0.34% hits | purified PKM2, Kinase-Glo ATP luminescence, activation; response scale: 0% is enzyme alone, no compound; further: potency means the concentration at half of the fitted maximal effect; on the % scale 0 is the no-effect control and ±100 the full control effect; nearly all actives have a fitted effect of over 55% in size
#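 Kinase-Glo luminescence reports ATP generated from ADP (0.1 mM) and PEP (0.5 mM) by purified hPK-M2 after 1 h at room temperature, pH 7.2 imidazole buffer; intermediate enzyme activity allows detecting inhibitors and activators.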
# Tb PFK block: inhibitors of T. brucei phosphofructokinase. O15648. AID 485367. 330,000 compounds, 0.17% hits. Potency, µM (doses to about 57.5 µM), inactives show top-dose activity, negative = inhibition, usual class: inhibitors. T. brucei PFK, ADP-Glo luminescence;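 further: potency means the concentration at half of the fitted maximal effect; 0% = uninhibited 1x PFK enzyme wells and -100% = no-enzyme wells; nearly all actives have a fitted effect of over 60% in size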
#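 1.25 nM PFK with 0.5 mM F6P and 0.1 mM ATP in 0.1 M TEA pH 8.0, 5 mM MgCl2, incubated 45 min at room temperature; ADP measured by ADP-Glo luminescence; compounds titrated up to 57 uM.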
# a7 integrin act: activates integrin-mediated alleviation for muscular dystrophy; 350,000 compounds, 0.064% hits; Potency, µM (titrated, usually from 38.3 µM), inactives show at the highest dose activation, most hits filed as activators; alpha7betagal myoblasts, beta-gal FDG fluorescence, 48 h;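 further: potency means the concentration at half of the fitted maximal effect; 100% = response of the positive control SU9516; nearly all actives have a fitted effect of over 60% in size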
#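 Alpha7betagal+/- myoblasts (passage 13) were plated 16-24 hr, then exposed to compounds (1:260 dilution of DMSO stock) for 48 hours at 37C. After MPER lysis, β-galactosidase reporter activity was read as FDG fluorescence (ex 480/em 540) after 30 minutes.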
# ASM inhibitor: blocks human secretory acid sphingomyelinase | placental ASM, HMU-PC fluorogenic substrate, 60 min | Potency, µM (top dose mostly 57.5 µM), without a hit: at the top dose activity change, negative = inhibition, usual class: inhibitors | 340,000 compounds, 0.006% hits | AID 504937; further: potency means the concentration at half of the fitted maximal effect
#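 qHTS format. ASM enzyme prepared from human placenta hydrolyses the fluorogenic substrate HMU-PC0 (9 uM final) over 60 min at 37 °C after a 10 min compound preincubation.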
# The depositor's hits bear a star; ? = inconclusive; . = no result given; [ ] = another dose, or the depositor's remark. Unless noted, the call rests on the fitted dose curve; in most records, active means well fitted curve in the direction sought with a large enough effect; inconclusive means small, poorly fitted or top-dose-only effect, or another doubt; inactive means no such curve, though single readings can be large; an effect the other way counts as inactive or inconclusive. The list is partial; the hit share may differ from the screen's.
SMILES,B2AR arrestin,PTAP TSG101 blk,FBPA coupling cs,GALK inhibitor,Menin MLL FP TR,BCR signal inh,Giardia killer,PKM2 act,Tb PFK block,a7 integrin act,ASM inhibitor
CCCCOc1ccc([N+](=O)[O-])cc1C(=O)O,0.0%,-2.2%,0.3,0.5%,-2.4%,-2.0%,26.7,4.5%,5.7%,5.6%,-0.3%
COC(=O)c1ccc(NC(=O)c2ccccc2)o1,?,-0.2%,5.0,-0.1%,?,?,-2.2,-0.2%,4.4%,16.4%,-3.0%
COc1ccc(/C=C(\NC(=O)c2ccc(OC)cc2)C(=O)Nc2cccc(C(=O)O)c2)cc1,-1.1%,1.1%,7.8,.,14.8%,6.6%,-17.7,.,1.3%,14.5%,1.1%
COc1ccc(CC(=O)NNc2ncnc3c2cnn3C)cc1,0.0%,-4.2%,5.4,1.6%,-17.8%,0.4%,-13.1,0.7%,-0.6%,-11.1%,7.3%
COc1cccc(CN2CCN(C3CCN(c4cccc(C)c4C)CC3)CC2CCO)c1 (stereo not drawn),-0.3%,-3.2%,3.0,1.6%,-25.4%,-9.3%,-0.4,2.0%,2.8%,-52.2%[inhibitor],-4.8%
N#C/C(=C\c1cccc(OCC(=O)O)c1)c1nc2ccccc2[nH]1,3.3%,-5.8%,-0.4,-7.6%,13.6%,2.1%,-1.6,0.4%,?,22.3%,31.1%[activator]
COc1ccc(OC)c(C2=NOC(C(=O)NCCN3CCOCC3)C2)c1 (stereo not drawn),0.3%,-2.9%,-2.8,0.3%,-11.3%,-0.4%,15.4,-9.0%,-3.4%,-1.1%,0.3%
CC1(C)Cc2c(c(-c3ccccc3)nc3[nH][nH]c(=O)c23)CO1,-0.3%,-1.5%,9.7,-1.2%,2.3%,9.3%,26.1,8.3%,-7.4%,-3.3%,0.9%
Cc1cc(N)n(-c2ncnc3scc(-c4ccccc4)c23)n1,-0.6%,-5.6%,-0.1,-0.2%,.,8.1%,-6.7,-4.2%,2.0%,26.0%,0.8%
O=C(COc1nsnc1N1CCOCC1)Nc1cccc(Cl)c1,0.0%,2.6%,-0.6,2.1%,36.4%[activator],?,17.2,-1.1%,-9.2%,-5.9%,-0.5%
O=C(/C=C/c1c(F)cccc1Cl)N1CCc2ccccc2C1,0.0%,0.8%,0.2,1.2%,-10.5%,0.7%,12.2,-0.4%,7.5%,19.7%,-1.2%
Cc1ccc(S(=O)(=O)N2CCCCC2)cc1NC(=O)Cc1cccs1,-0.3%,-4.4%,.,.,.,-5.8%,-16.1,.,-1.7%,-1.8%,6.6%
O=C(NCc1ccccn1)C(=O)N/N=C/c1ccccc1O,-0.9%,-2.8%,-0.6,-0.7%,.,-12.5%,25.9,-14.4%,-2.4%,-14.7%,46.6%[activator]
CC(=O)N/C(=C\c1ccc(C)cc1)C(=O)O,-0.6%,-3.4%,2.5,-0.6%,-6.4%,6.4%,2.0,-0.6%,-2.3%,-1.4%,-0.7%
COc1ccc(/C=C(\CC(=O)O)c2nc3ccccc3s2)cc1O,-0.1%,-1.9%,4.3,-1.3%,0.8%,?,18.4,-10.2%,26.6%,-11.3%,12.7%
CC(=O)c1ccc(OCC(O)CN2CCOCC2)cc1 (stereo not drawn),-0.2%,-0.4%,3.1,1.4%,-0.1%[11.7 µM],1.9%,22.2,7.3%,0.4%,4.5%,3.4%
Nc1ncc([N+](=O)[O-])cc1Br,0.4%,-1.2%,0.2,-0.2%,.,16.2%,-15.8,3.7%,0.7%,?,1.0%
CC(=O)c1cn(CC(=O)NCc2cccnc2)c2ccccc12,-1.8%,-1.3%,3.2,0.0%,0.1%,?,-6.9,0.6%,-9.4%,-4.4%,0.2%
Cc1ccc2c(CC(=O)NC3=NCCS3)coc2c1,-0.1%,-3.3%,4.3,-1.9%,-0.2%,11.5%,19.2,-0.3%,-8.7%,6.7%,3.9%
COCCOC(=O)c1c(NC(=O)CNCc2ccco2)sc(C(N)=O)c1C,-1.5%,-0.1%,-3.9,-1.0%,?,12.0%,27.2,3.2%,10.0%,2.2%,-0.8%
Cc1c(NC(=O)COC(=O)/C=C/c2cccc(Br)c2)c(=O)n(-c2ccccc2)n1C,0.0%,-0.2%,.,.,.,5.2%,7.3,.,-5.6%,-21.7%,1.4%
C=CCn1c(SCC(=O)c2ccc(O)c(O)c2)nnc1-c1cccc(OC)c1,-0.7%,-7.3%,.,.,.,?,15.2,.,0.0%,-4.2%,0.5%
COC(=O)c1ccc(N2CCN(CCNC(=O)Nc3ccc(OC)cc3)CC2)cc1,0.0%,-1.0%,-0.8,6.6%,-13.3%,2.5%,-5.3,-0.9%,0.9%,6.6%,-1.0%
O=C(CCC(=O)OCC(=O)c1ccc(Br)cc1)Nc1cccc2cccnc12,-1.1%,2.3%,1.4,-1.4%,-0.9%,?,2.0,-0.8%,-1.4%,-21.4%,-5.3%
CC(=O)NC1=NN(C(C)=O)C(C)(CC(=O)OC(C)(C)C)S1 (stereo not drawn),-1.1%,-2.3%,2.3,1.7%,-2.1%,-2.3%,4.8,-14.1%,-6.6%,-5.4%,2.7%
CCOC(=O)c1nn(-c2ccccc2)c(=O)cc1OCC(=O)Nc1ccccc1OCC,0.1%,-0.8%,.,.,.,2.0%,11.6,.,-3.2%,8.7%,-2.0%
COc1ccc(-c2nc3cccc(C)n3c2NCC2CCCO2)cc1O (stereo not drawn),-0.7%,-1.5%,0.9,0.0%,-0.6%,-0.6%,-6.8,-7.6%,0.7%,-10.1%,192.2%[activator]
COc1ccc(S(=O)(=O)Nc2ccc3c(c2)C(=O)N([C@H](C)CO)C[C@H](C)[C@@H](CN(C)C(=O)Nc2ccccc2)O3)cc1,0.1%,-0.4%,.,.,.,?,10.8,.,-2.0%,-11.1%,7.3%
O=S(=O)(Cc1ccccc1)N1CCN(C/C=C/c2ccccc2)CC1,-0.1%,-2.1%,1.9,-1.3%,-14.7%,-6.1%,3.1,4.3%,-2.5%,-19.0%,1.1%
CCOc1ccc(S(=O)(=O)Nc2cccc(C(=O)N3CC(C)OC(C)C3)c2)cc1 (stereo not drawn),0.3%,0.5%,.,.,.,-15.1%,-16.9,.,0.0%,-8.0%,-5.2%
CCCC(=O)N(CCN1CCOCC1)c1nc2ccc(OCC)cc2s1,0.1%,-5.7%,-5.3,9.8%,-13.5%,0.3%,-11.4,.,0.6%,44.5%,0.8%
CCCN(CC(=O)Nc1ccccc1Br)CC(=O)Nc1ccc(F)c(F)c1F,-0.6%,-1.9%,0.7,0.4%,-15.0%,-5.5%,17.4,-5.1%,0.0%,-28.8%,-5.6%
CCOC(=O)c1[nH]c2ccc(OC)cc2c1NC(=O)c1ccc(OC)c(OC)c1,0.1%,-1.2%,0.1,.,8.3%,-10.9%,14.1,-1.3%,-3.5%,10.5%,33.5%[activator]
Nc1nc(SCC(=O)NCC2CCCO2)n[nH]1 (stereo not drawn),-0.6%,0.1%,0.4,-0.8%,-10.9%,10.1%,-6.5,0.8%,-0.8%,1.8%,0.0%
O=C1/C(=C/c2ccncc2)SC(=S)N1C1CCCCC1,0.0%,-1.7%,4.7,-7.9%,0.5%,16.3%,2.6,-1.2%,12.7%,-20.6%,2.1%
Cc1cccc(Nc2nc(N3CCOCC3)nc(N3CCOCC3)n2)c1,-0.2%,0.1%,0.7,0.0%,24.5%,?,-5.4,-2.2%,0.5%,-19.1%,-0.9%
O=C(NCc1ccccc1C(F)(F)F)C1CC(c2cc(C(F)(F)F)cc(C(F)(F)F)c2)=NO1 (stereo not drawn),0.3%,-2.3%,-14.4,-0.6%,.,6.0%,27.0,-7.5%,-8.5%,-7.1%,0.0%
CCCC1(CCC)NC(=O)N(CC(=O)N2CCN(C(=O)c3ccco3)CC2)C1=O,0.3%,-7.7%,0.1,-4.0%,-11.4%,5.9%,-18.5,-0.1%,-1.0%,-11.8%,4.0%
Cc1cccc(NC(=O)CSc2nc3[nH]ncc3c(=O)n2-c2ccccc2)c1,0.4%,.,-0.5,.,11.7%,?,.,-4.7%,-3.8%,.,.
O=C(O)c1cc(-c2c[nH]c3ccccc23)nc2ccc3ccccc3c12,0.0%,-0.4%,-21.3,-7.7%,?,?,?,0.7%,-0.2%,-16.3%,.

# Assay outcomes deposited in PubChem BioAssay by National Center for Advancing Translational Sciences (NCATS).
